Assay outcomes from PubChem BioAssay.
KB-3-1 cytotox: qHTS assay for MDR1-selective chemotherapeutics: Primary screen using the parental adenocarcinoma cell KB-3-1; KB-3-1 viability, CellTiter-Glo ATP luminescence, 72 h; 400,000 compounds, 1.4% hits; Potency, µM (doses to about 46.1 µM), for inactives: top-dose activity change, negative = cytotoxic, hits mostly cytotoxic; AID 1347075, 2019; further: potency means the concentration at half of the fitted maximal effect; on the % scale 0 is the no-effect control and ±100 the full control effect; nearly all actives have a fitted effect of over 60% in size
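Luminescent ATP read-out (CellTiter-Glo) measures survival of drug-naive KB-3-1 cells after 72 h compound exposure at 37 °C. Titration series was screened from lowest to highest concentration, with DMSO vehicle plates as background controls.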
MCF10A rerep: A quantitative high throughput screen for small molecules that induce DNA re-replication in MCF 10a normal breast cells | MCF 10A DNA re-replication, Hoechst nuclear intensity, 48 h | Potency, µM (top dose mostly 46.1 µM), for inactives: at the highest dose activity, positive = re-replication, usual class: activators | 350,000 compounds, 2.9% hits | AID 624296, 2012; further: potency means the concentration at half of the fitted maximal effect; % of control where 0% means no effect; nearly all actives have a fitted effect of over 50% in size
ATXN2 expr inh: Primary qHTS for Inhibitors of ATXN expression; HEK-293 ATXN2-luciferase reporter, luminescence, 24 h; Potency, µM (top dose mostly 57 µM), for inactives: top-dose activity change, negative = inhibition, actives largely listed as inhibitors; 360,000 compounds, 0.72% hits; further: potency means the concentration at half of the fitted maximal effect; on the % scale 0 is the no-effect control and ±100 the full control effect; nearly all actives have a fitted effect of over 55% in size
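qHTS (up to 57 uM final) was run with 24 h compound exposure of reporter cells at 37 °C. Each well was multiplexed: SteadyGlo luminescence measured ATXN2-luciferase expression after a fluorogenic Gly-Phe-AFC viability readout (25 uM final).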
HT1080 IDH1KD tx: qHTS for induction of synthetic lethality in tumor cells producing 2HG: qHTS for the HT-1080-IDH1KD cell line. 360,000 compounds, 2% hits. Potency, µM (highest dose often 46.1 µM), without a hit: top-dose activity, negative = toxicity, hits mostly cytotoxic. HT-1080 IDH1 knockdown viability, ATP luminescence, 48 h. AID 686971, 2013;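 further: potency means the concentration at half of the fitted maximal effect; 0% = DMSO wells and -100% = cell-free medium wells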
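Cytotoxicity counter-line: IDH1KD HT-1080, 48 h, CellTiter-Glo. Curves classed by r2, magnitude and activity.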
HT1080-NT tox: qHTS for induction of synthetic lethality in tumor cells producing 2HG: qHTS for the HT-1080-NT fibrosarcoma cell line; 360,000 compounds, 1.6% hits; AID 686970, 2013; Potency, µM (doses to about 46.1 µM), for inactives: top-dose activity, negative = less viability, usual class: cytotoxic; HT-1080-NT fibrosarcoma viability, CellTiter-Glo ATP luminescence, 48 h;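 further: NT is the 2HG producing partner of a matched IDH1 knockdown line; potency means the concentration at half of the fitted maximal effect; 0% = DMSO-treated cells and -100% = media-only wells without cells; nearly all actives have a fitted effect of over 55% in size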
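750 cells/well, RPMI + 5% FBS; 2 h settle, compound pin-transfer, 48 h at 37 degrees C. CellTiter-Glo 10 min RT, luminescence. Normalized to DMSO and media-only wells.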
SW480 rerep: A quantitative high throughput screen for small molecules that induce DNA re-replication in SW480 colon adenocarcinoma cells; SW480 DNA re-replication, Hoechst DNA content imaging, 48 h; Potency, µM (top dose mostly 46.1 µM), without a hit: top-dose re-replication activation, most hits filed as activators; 340,000 compounds, 1.8% hits; further: potency means the concentration at half of the fitted maximal effect; % of control where 0% means no effect; nearly all actives have a fitted effect of over 55% in size
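Hoechst fluorescence of nuclei (405 nm excitation, 500-530 nm emission) measured by plate-scanning imager after 48 hr compound exposure at 37 C; re-replication scored as increased number of nuclei with elevated intensity.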
IL1B secr inh: qHTS for Inhibitors of Inflammasome Signaling: IL-1-beta AlphaLISA Primary Screen; THP-1 LPS/ATP IL-1B secretion, AlphaLISA, 16 h; stronger effect = lower value; activity change, % at 57.5 µM; 360,000 compounds, 4.7% hits; in the data active means activity change below about -50%; inconclusive means mostly about -30% to -49%; further: on the % scale 0 is the no-effect control and ±100 the full control effect
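Secreted IL-1B measured by AlphaLISA bead assay after 16 h compound exposure of THP-1 cells; compounds (final up to 57.5 uM) added 1 h before LPS (250 ng/mL) and ATP (1.25 mM) stimulation; lower signal means less secretion.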
S2 tox: Viability Counterscreen for Primary qHTS for Inhibitors of ATXN expression. S2 cells (HEK-293 line with an ATXN2-luciferase reporter) viability, CellTiter-Fluor protease fluorescence, 24 h. Potency, µM (highest dose often 56.7 µM), usual class: cytotoxic. 400,000 compounds, 0.49% hits; further: potency means the concentration at half of the fitted maximal effect; nearly all actives have a fitted effect of over 40% in size
KB-V1 cytotox: qHTS assay for MDR1-selective chemotherapeutics: Primary screen using the drug-selected MDR subline cells KB-V1. AID 1347076, 2019. KB-V1 MDR cells viability, CellTiter-Glo, 72 h. Potency, µM (highest dose often 46.1 µM), for the others: top-dose activity change, negative = cytotoxicity, actives largely listed as cytotoxic. 400,000 compounds, 3.4% hits; further: potency means the concentration at half of the fitted maximal effect; on the % scale 0 is the no-effect control and ±100 the full control effect; nearly all actives have a fitted effect of over 60% in size
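Luminescent ATP read-out (CellTiter-Glo, 10 min) measures survival of drug-selected KB-V1 MDR cells after 72 h, 37 degrees C compound exposure. Medium: phenol-red-free DMEM, 10% FBS. Values from fitted concentration-response curves.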
The depositor's hits bear a star; i = inactive; ? = inconclusive; / = no result given; [ ] = remark or other dose. Unless noted, the call rests on the fitted dose curve; in most records, active means well fitted curve in the direction sought with a large enough effect; inconclusive means small, poorly fitted or top-dose-only effect, or another doubt; inactive means no such curve, though single readings can be large; an effect the other way counts as inactive or inconclusive.

entry | Compound | KB-3-1 cytotox | MCF10A rerep | ATXN2 expr inh | HT1080 IDH1KD tx | HT1080-NT tox | SW480 rerep | IL1B secr inh | S2 tox | KB-V1 cytotox
1 | O=C(c1cccs1)N1CCCC(N2CCN(c3ccc(F)cc3)CC2)C1 (stereo unspecified) | 5% | -2% | -13% | 13% | 15% | 16% | -11 | i | 15%
2 | CCc1ccc(C(=O)c2cn(CC(=O)Nc3ccc(F)cc3)c3cc4c(cc3c2=O)OCO4)cc1 | ? | / | -9% | / | / | / | / | i | -2%
3 | O=C(NNc1c(F)c(F)cc(F)c1F)c1ccc(Cl)nc1 | -2% | ? | 2% | 2% | 5% | ? | 32 | i | 19%
4 | COc1cccc(C(C(=O)NCc2ccccc2)N2CCN(c3ccccc3F)CC2)c1OC (stereo unspecified) | 0% | / | / | -10% | -16% | / | -26 | / | ?
5 | COc1ccccc1N(C)S(=O)(=O)c1ccc(C(=O)Nc2cc(F)ccc2C)cc1 | -7% | 10% | 0% | -10% | 0% | -2% | ? | i | -22%
6 | O=C(Nc1ccc(Nc2ccccc2)cc1)c1ccc(Br)o1 | ? | 20% | 39%[activator] | ? | -1% | 3% | -29 | i | 13µM*
7 | C/C(=N\NC(=O)c1ccc(O)cc1)c1cccc(NC(=O)c2ccccc2C)c1 | / | 23% | 24% | -7% | 1% | ? | -7 | i | /
8 | O=C(CCN1CCCCC1)c1ccc2c(c1)OCO2 | ? | ? | 8% | -2% | -22% | -1%[9.22 µM] | -19 | i | 7%
9 | Clc1ccc(C2Nc3cccc4cccc(c34)N2)cc1 | -4% | -16% | -1% | -4% | -1% | 0% | -4 | ? | 5%
10 | CC1(C)CC2CC(C)(CN2C(=O)COc2cccc3ccccc23)C1 (stereo unspecified) | ? | 15% | 0% | ? | ? | -6%[9.22 µM] | ? | i | -13%
11 | O=C(OCCSCCOC(=O)C1CC=CCC1)C1CC=CCC1 (stereo unspecified) | 29% | -2% | -14% | -7% | -1% | 2% | -11 | i | 12%
12 | COc1ccc(OCCNC(=S)Nc2cccc3ccccc23)cc1 | -1% | 9% | 0% | ? | -1%[9.24 µM] | ? | 0 | i | ?
13 | COc1cccc(N=C2SC(C(=O)Nc3ccccc3F)CC(=O)N2C)c1 (stereo unspecified) | -14% | 1% | 0% | 1% | 0% | 2% | -6 | i | ?
14 | CCCc1c(-c2ccc(Cl)cc2)ncn1CCc1ccccc1OC | ? | / | ? | ? | ? | / | -93* | 35µM* | 18µM*
15 | O=C(NCCCN1CCOCC1)c1ccc(NS(=O)(=O)c2cccc([N+](=O)[O-])c2)cc1 | 11% | -3% | -11% | 8% | 7% | -2% | 0 | i | 25%
16 | COc1cc(/C=N/NC(=O)c2ccncc2)ccc1Oc1ccc([N+](=O)[O-])cn1 | 6% | -11% | 1% | 5% | 12% | -11% | 24 | i | 3%
17 | CCc1cccc(OCCCCNCCCOC)c1 | -2% | 26% | -10% | -1% | -7% | 26% | -12 | i | -15%
18 | COc1ccc(OCC(=O)OC(C)CN2CCCCC2)cc1 (stereo unspecified) | 2% | 1% | 1% | 10% | 14% | -92% | -3 | i | 13%
19 | CCOC(=O)c1sc2nc(C)nc(N3CCN(c4ncccn4)CC3)c2c1C | 0% | -3% | / | -1% | 7% | -21% | -3 | i | 29%
20 | CC(C)CNC1=CC(=O)CC(c2ccco2)C1 (stereo unspecified) | 0% | 1% | -10% | -5% | 0% | -11% | 0 | i | 3%
21 | Cc1c(NC(=O)c2ccccc2NC(=O)c2ccccc2)cccc1C(=O)O | 3% | 5% | -2% | -1% | -2% | 4% | -9 | i | 2%
22 | CCCCN1C(=O)C(CC(=O)NC(c2ccccc2)c2ccccc2)CC(C(=O)N2CCOCC2)=C1C (stereo unspecified) | -15% | / | 3% | 0% | 8% | / | 15 | i | -13%
23 | CCc1[nH]nc2c1C(Cc1ccccc1)C(C#N)=C(N)O2 (stereo unspecified) | 11% | -3% | -7% | 16% | 16% | -4% | -20 | i | -4%
24 | CC(C)=C1C2C=CC1C(C(=O)Nc1cccc(C)c1)C2C(=O)O (stereo unspecified) | 3% | -4% | 3% | ? | -3% | 0% | 31 | i | -14%
25 | Cc1cc(NC(=O)c2ccc(S(=O)(=O)N(C)C)cc2)no1 | -1% | -4% | 1% | -3% | -3% | -5% | 31 | i | 6%
26 | O=C(CSc1nnc(-c2ccncc2)n1Cc1ccco1)Nc1cccc(O)c1 | 17% | 4% | -5% | -2% | 0% | -20% | -3 | i | ?
27 | COc1ccccc1NC(=O)CC1COc2ccccc2O1 (stereo unspecified) | -1% | -9% | 3% | 10% | 17% | -7% | -7 | ? | -4%
28 | CCc1cccc(Nc2cc(C)nc3ncnn23)c1 | -24% | 2% | 9% | -5% | -1% | -21% | 26 | i | -4%
29 | O=C(OCCOc1ccc(Br)cc1)c1cnccn1 | 17% | 0% | 3% | 14% | 13% | -3% | 8 | i | 19%
30 | CC(=O)Nc1ccc(SCC(=O)OCC(=O)NC(=O)NC2CCCC2)cc1 | 20% | 3% | 20% | -12% | 1% | -25% | 41 | i | -1%
31 | Cc1ccccc1Oc1ncnc2sccc12 | -19% | 0% | 3% | -2% | 0% | -12% | 3 | i | -26%
32 | CCOC(=O)c1c(C)[nH]c(C)c1S(=O)(=O)N(C)CC(=O)NCc1ccc(Cl)cc1 | 0% | / | -11% | / | / | / | / | i | 1%
33 | CCC(c1nnnn1-c1c(C)cccc1C)N1CCN(CCN2CCOCC2)CC1 (stereo unspecified) | 9% | / | 8% | 1% | 10% | / | 12 | i | -24%
34 | COCCn1c(C)cc(C(=O)CSc2nc3ccccc3c(=O)[nH]2)c1C | -10% | 8% | 20% | ? | -9% | 3% | 8 | i | ?
35 | O=C1/C(=C/c2ccc(Br)cc2)Oc2cc(O)ccc21 | -10% | 15µM* | 35% | ? | -20% | ? | 0 | i | ?
36 | Cc1ccc(NC(=O)CC2Oc3ccc(C)cc3NC2=O)cc1 (stereo unspecified) | -1% | 1% | -24% | -1% | 0% | 0% | -10 | i | -7%
37 | COc1ccc(Oc2c(C=O)c3ccccc3n2C)cc1 | 9% | 7% | 0% | -18% | -17% | 14% | ? | i | -13%
38 | COc1ccc(N2CCN(C(=O)Cn3c(-c4cccs4)cc4ccccc43)CC2)cc1 | -8% | / | -3% | / | / | / | / | i | -49%
39 | C/C(=N\n1c(C)nc2ccccc2c1=O)c1ccc(C)o1 | 4% | 1% | -16% | 10% | 8% | -3% | -4 | i | -9%
40 | Cc1cc(C)c(N2CCN(S(=O)(=O)N3CCCCCC3)CC2)c(C)c1 | -21% | ? | -13% | ? | ? | 17% | -2 | i | -8%
41 | CCOc1ccc(C(=O)CCCC(=O)c2ccc(OCC)cc2)cc1 | -4% | ? | 27% | 1% | -12% | ? | 0 | i | -2%
42 | COCCNC(=O)c1ccc2c(c1)S(=O)(=O)c1cc(Cl)ccc1C2=O | 12% | -20% | ? | 1% | -1% | -9% | -3 | i | 20%
43 | CCc1noc(C)c1C(=O)N1CCN(S(=O)(=O)c2c(C)cc(C)cc2C)CC1 | -17% | 18% | -3% | 2% | 1% | -15% | 40 | i | -29%
44 | Cc1onc(-c2ccccc2)c1C(=O)N1CCN(C/C=C/c2ccccc2)CC1 | 0% | -1% | -36% | -9% | 12% | -13% | -8 | i | -17%
45 | Cc1nc2c(ccc3c2ccc2nc(C)sc23)s1 | 2% | 1% | 36%[activator] | 5%[9.24 µM] | 16% | -5% | -19 | i | 2%
46 | C=CCOc1ccc(C2NC(=S)NC(c3ccccc3)=C2C(C)=O)cc1OC (stereo unspecified) | -2% | 1% | -7% | -15% | -5% | -2% | -17 | i | 2%
47 | NC(CSC(c1ccccc1)(c1ccccc1)c1cccc2ccccc12)C(=O)O (stereo unspecified) | 1% | ? | 3% | ? | 7% | 0% | -50* | i | ?
48 | CSCC[C@H](NC(=O)OC(C)(C)C)c1nnc(SCC(=O)N(C)C)o1 | 14% | -4% | -3% | 10% | 10% | 3% | 12 | i | 14%
49 | CC(C)C[C@H](N)c1cn([C@@H](Cc2ccc(O)cc2)C(=O)N2CCNCC2)nn1 | 4% | -7% | 2% | 7% | 1% | -24%[9.22 µM] | 19 | i | -3%
50 | O=C(CCCNS(=O)(=O)c1ccc(Br)cc1)N1CC[C@@]2(O)CCCC[C@H]2C1 | -12% | -1% | ? | -2% | -3% | 1% | 10 | ? | -1%
51 | Cc1cc(=O)oc2cc(OCC(=O)N3CCCC(C)C3)ccc12 (stereo unspecified) | 15% | -1% | 6% | 4% | 6% | -14% | -11 | i | -2%
52 | CCCCOc1ccc(C(=O)Nc2ccc(CN3CCOCC3)cc2)cc1 | -14% | ? | -29% | 1% | 3% | ? | -62* | i | 4%
53 | CCc1nnc(NS(=O)(=O)c2ccc(NC(=O)COc3ccc(Cl)c(C)c3)cc2)s1 | 11% | 4% | 1% | -2% | -8% | 15% | -1 | i | 0%
